TrxR1 substrate: rat thioredoxin reductase 1 substrate activity. purified TrxR1 substrate turnover, NADPH consumption readout. Potency, µM (top dose mostly 114 µM), inactives show at the highest dose activity change, negative = substrate turnover. 390,000 tested, 0.01% active. AID 588456; note: potency is the fitted concentration of half-maximal effect; % is set by controls: 0 for no effect and ±100 for the full control effect; nearly all actives have a fitted effect of over 50% in size
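Rat TrxR1, dispensed at 90 nM, was prereduced with 400 uM NADPH (final) for 5 min at ~22 deg C, then incubated with compound 15 min before 400 uM selenite. A first-read NADPH fluorescence drop versus no-compound background flagged substrates.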
RXFP1 ag: activates the human relaxin receptor RXFP1 | Q9HBX9 | HEK293T-RXFP1 cAMP TR-FRET, 30 min; response scale: percent of porcine relaxin response, buffer zero | Potency, µM (series often up to 57.5 µM), inactives show top-dose activation, most hits filed as activators | 370,000 tested, 0.3% active | AID 2676; note: potency is the fitted concentration of half-maximal effect; % is set by controls: 0 for no effect and ±100 for the full control effect; nearly all actives have a fitted effect of over 60% in size; many of its hits are not listed in these tables
Target sequence (Q9HBX9 whole entry, looked up): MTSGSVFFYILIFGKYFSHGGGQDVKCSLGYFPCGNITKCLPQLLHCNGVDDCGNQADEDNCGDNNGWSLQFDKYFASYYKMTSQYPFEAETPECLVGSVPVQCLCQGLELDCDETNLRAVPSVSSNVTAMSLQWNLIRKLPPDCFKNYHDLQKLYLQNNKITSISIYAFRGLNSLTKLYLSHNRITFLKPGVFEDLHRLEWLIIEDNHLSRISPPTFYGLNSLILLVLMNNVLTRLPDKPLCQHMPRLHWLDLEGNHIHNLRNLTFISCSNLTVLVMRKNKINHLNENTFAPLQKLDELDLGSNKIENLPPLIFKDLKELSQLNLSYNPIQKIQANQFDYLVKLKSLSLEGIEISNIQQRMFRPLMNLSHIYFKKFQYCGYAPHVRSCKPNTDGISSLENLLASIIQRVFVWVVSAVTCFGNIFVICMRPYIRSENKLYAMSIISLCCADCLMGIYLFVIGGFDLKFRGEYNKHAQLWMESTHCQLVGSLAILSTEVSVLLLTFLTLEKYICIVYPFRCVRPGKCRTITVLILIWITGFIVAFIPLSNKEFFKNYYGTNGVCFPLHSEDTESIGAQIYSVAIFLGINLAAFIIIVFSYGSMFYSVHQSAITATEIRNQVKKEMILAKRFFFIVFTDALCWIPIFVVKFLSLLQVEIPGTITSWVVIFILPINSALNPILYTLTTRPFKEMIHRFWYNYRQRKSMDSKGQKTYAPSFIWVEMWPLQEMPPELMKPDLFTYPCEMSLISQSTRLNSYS
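Agonist response is measured as cAMP accumulation in an RXFP1-transfected HEK293T line under PDE4 inhibition. Values are scaled between buffer-only and 29 nM porcine relaxin, and EC50s come from standard Hill equation fits.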
LDHA block: blocks human lactate dehydrogenase A | activity change, % (values are at about 110 or 230 µM) | P00338 | purified LDHA, NADH/diaphorase-resazurin fluorescence; hits give low values | 480,000 tested, 0.15% active | AID 1347041; in the data active = activity change below about -30%; inconclusive = mostly about -25% to -30%;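 note: plate controls were DMSO wells for no effect and wells without enzyme for full effect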
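Human LDH5 at 2 nM final in Tris HCl pH 7.4 with 0.06 mM NADH and 0.2 mM pyruvate, reacted 5 minutes at room temperature. Remaining NADH coupled via diaphorase/resazurin; resorufin fluorescence read at 0 and 20 minutes, normalized to enzyme-free and DMSO wells.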
Vif-APOBEC3G blk: inhibitors of Vif-APOBEC3G interaction; Q9HC16; 410,000 tested, 0.076% active; HeLa A3G-eYFP + Vif (tagged APOBEC3G with the HIV-1 protein that degrades it), YFP fluorescence, overnight; AID 602310; Potency, µM (titrated, usually from 46.1 µM), without a hit: at the top dose activity, negative = active, actives largely listed as inhibitors;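 note: potency is the fitted concentration of half-maximal effect; % is set by controls: 0 for no effect and ±100 for the full control effect; nearly all actives have a fitted effect of over 60% in size; hits raise eYFP signal because A3G escapes Vif-driven loss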
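HeLa cells stably expressing Vif and C-terminally eYFP-tagged A3G, seeded overnight at 37 deg C, then exposed to compound by pintool overnight at 37 deg C. Rise in yellow fluorescence (Ex 488/Em 500-530, Acumen) marks blocked Vif-driven A3G degradation.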
IDH1 R132H inh: blocks human mutant IDH1 R132H enzyme; 390,000 tested, 0.093% active; IDH1-R132H enzyme, NADPH consumption, diaphorase/resazurin fluorescence; Potency, µM (top dose mostly 76.6 µM), for the others: top-dose activity change, negative = inhibition, hits mostly inhibitors; O75874; note: potency is the fitted concentration of half-maximal effect; % is set by controls: 0 for no effect and ±100 for the full control effect; nearly all actives have a fitted effect of over 65% in size
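IDH1-R132H (0.5 ug/mL dispensed) in pH 7.5 Tris buffer was preincubated 30 min with compound, then given a substrate mix of 0.016 mM NADPH and 2 mM alpha-KG for 80 min at room temperature; remaining NADPH was read by diaphorase/resazurin fluorescence.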
USP1-UAF1 inh: USP1/UAF1 (human) deubiquitinase inhibition. Potency, µM (top dose mostly 57.1 µM), without a hit: top-dose activity change, negative = inhibition, actives largely listed as inhibitors. 390,000 tested, 0.23% active. recombinant USP1/UAF1, Ub-Rhodamine cleavage fluorescence. O94782; note: potency is the fitted concentration of half-maximal effect; % is set by controls: 0 for no effect and ±100 for the full control effect; nearly all actives have a fitted effect of over 60% in size; inactives centre near -12
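Step one: compound is pinned into 1nM USP1/UAF1 in HEPES pH 7.8 buffer with TCEP. Step two: 15 min room-temperature incubation. Step three: Ub-Rho (150nM final) starts cleavage, tracked by fluorescence over six one-minute reads.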
GRP78 ERSR act: inducers of ER stress response in human glioma cells; Potency, µM, inactives show at the top dose activation, usual class: activators; U87-MG GRP78 promoter luciferase reporter, 16 h; AID 602332; 420,000 tested, 0.02% active; note: potency is the fitted concentration of half-maximal effect; series mostly up to about 76 µM; % of control where 0% means no effect; nearly all actives have a fitted effect of over 35% in size
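Stably transfected U87-MG glioma cells carrying a GRP78-based luciferase sensor; 16 h compound incubation. Luminescence end-point read 10 min after Bright-Glo addition at room temperature.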
Vif-APOBEC3F blk: blocks the Vif interaction with APOBEC3F. HeLa A3F-eYFP + Vif (tagged APOBEC3F with the HIV-1 protein that degrades it), YFP fluorescence increase. Potency, µM (series often up to 46.1 µM), for inactives: top-dose activity, negative = active. 390,000 tested, 0.2% active. AID 602313; note: potency is the fitted concentration of half-maximal effect; % of control where 0% means no effect; nearly all actives have a fitted effect of over 65% in size
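HeLa cells stably expressing Vif plus C-terminally eYFP-tagged A3F were seeded, incubated overnight at 37 deg C, dosed with compound, incubated overnight again at 37 deg C. Yellow fluorescence (Ex 488/Em 500-530) reported blocked Vif-mediated A3F-eYFP degradation.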
PI4K2A block: PI4K2A (human) kinase inhibition; Q9BTU6; purified PI4K2A, ADP-Glo luminescence, 1 h; hits give low values; activity change, negative = inhibition, % at 76.9 µM; 420,000 tested, 0.13% active; AID 1346378; in the data active = activity change below about -50%; inconclusive = mostly about -30% to -49%;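 note: -100% = wells without enzyme as full effect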
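Compounds are screened against recombinant PI4K2A using PI as substrate and ATP, the latter dispensed at 300 microM. Reactions run one hour at ambient temperature before ADP-Glo detection; full inhibition defined by wells lacking enzyme.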
The depositor's hits bear a star; ? = inconclusive; . = not tested or not shown; & = joins results of further samples; [ ] = remark or other dose. Unless noted, calls come from the whole dose curve; as a rule, active = well fitted curve in the direction sought with a large enough effect; inconclusive = small, poorly fitted or top-dose-only effect, or another doubt; inactive = no such curve, though single readings can be large; an effect the other way counts as inactive or inconclusive.

canonical_smiles	TrxR1 substrate	RXFP1 ag	LDHA block	Vif-APOBEC3G blk	IDH1 R132H inh	USP1-UAF1 inh	GRP78 ERSR act	Vif-APOBEC3F blk	PI4K2A block
O=C(CN1C(=O)/C(=C2\SC(=S)N(CCS(=O)(=O)O)C2=O)c2ccccc21)Nc1cccc(Br)c1	-5%	0.2%	-3	4%	-2%	-16%	-2%	14%	-4
CCOC(=O)CN1C(=O)N[C@@H](c2cccc(C(F)(F)F)c2)[C@H](C(C)=O)[C@H]1C	9%	.	0	1%	1%	-22%	-4%	2%	0
Cc1ccc(NC(=O)CSC(C)C(=O)OCc2cc(=O)oc3cc(O)ccc23)cc1 (stereo not drawn)	.	.	2	-2%	3%	-8%	1%	-1%	-4
CCc1cccc(NC(=O)C2CC2c2ccccc2)c1 (stereo not drawn)	6%	-0.2%	-5	1%	3%	-13%	0%	-5%	5
Cc1cccc(N(C)S(=O)(=O)c2c(C(=O)N3CCCCCC3)c(C)n(C)c2C)c1	2%[57.1 µM]	-0.1%	-4	-2%	6%	?	-2%	2%	-2
Cc1cc(C(=O)OCC(=O)Nc2ccc(F)c(F)c2)c(C)o1	1%[57.1 µM]	-2.6%	-3	4%	2%	8%	-3%	-3%	5
NC(=O)C1(Nc2ccccc2)CCCC1	-4%[57.1 µM]	.	6	0%	6%	-18%	-2%	-4%	2
CCCn1c(CNC(=O)Cc2ccccc2)nc2ccccc21	6%	0.5%	-2	-4%	-3%	-22%	-2%	2%	-4
COc1ccc(OC)c(S(=O)(=O)N2Cc3ccccc3CC2C(=O)Nc2nccs2)c1 (stereo not drawn)	-7%[57.1 µM]	0.0%	3	-1%	5%	-16%	-5%	2%	-3
Cc1ccc(SCc2nc(N)nc(Nc3ccccc3C)n2)c(C)c1	-2%	0.6%	3	-1%	4%	-20%	2%	-15%	-2
CCc1ccc(NC(=O)C(C)OC(=O)C2CCC(=O)N2)cc1 (stereo not drawn)	4%[57.1 µM]	-0.8%	-6	0%	1%	8%	1%	-1%	3
CN1CCCN(C(=O)c2cc3c(s2)CCCC3)CC1	-5%	-0.1%	1	2%	-4%	-10%	1%	1%	-1
C[C@@H]1CN([C@H](C)CO)S(=O)(=O)c2ccc(C#Cc3ccccc3)cc2O[C@@H]1CN(C)C(=O)CN(C)C	.	.	-2	6%	16%	-30%	-7%	0%	-5
CN(C)c1ccc(CN(Cc2ccco2)C(=O)c2ccc(C(C)(C)C)cc2)cc1	-4%	1.8%	8	.	.	-10%	.	.	0
Cn1nc(-c2ccccc2)nc1-c1ccccc1	-4%	-0.3%	-6	-3%	4%	15%	0%	-1%	-2
CCN1CCN(Cc2ccc(NC(=O)c3ccc(C)c(NC(=O)c4nccn4C)c3)cc2C(F)(F)F)CC1	-1%	-1.4%	0	4%	12%	-28%	-7%	5%	2
CCOC(=O)c1c(-c2ccc(Br)cc2)csc1NC(=O)c1ccc(F)cc1	7%	-0.2%	-4	2%	-2%	7%	-4%	-1%	-2
CCn1c(SCC(=O)NC2CCCc3ccccc32)nnc1-c1ccncc1 (stereo not drawn)	0%	0.2%	-8	3%	1%	-2%	-3%	-5%	-5
CCN(CC)C(=O)CSc1nc2sc3c(c2c(=O)n1-c1ccc(C)cc1)CC(C)(C)SC3	14%	1.0%	0	0%	-15%	-7%	-6%	0%	-5
CC(O)C(NS(=O)(=O)c1ccc(Cl)cc1)C(=O)OCCOc1ccc(F)cc1 (stereo not drawn)	.	.	1	1%	9%	-22%	-3%	-9%	-2
CN1/C(=C\C=C(C#N)C#N)C(C)(C)c2ccccc21	-7%	12%	-1	-2%	-3%	?	-1%	11µM*	4
CCn1c(SCc2ccccc2)nnc1-c1cccs1	-6%	0.1%	-3	0%	6%	0%	-3%	1%	1
COc1ccc(-c2cn3cc(C)ccc3n2)cc1Br	21%[57.1 µM]	0.0%	-8	0%	29%	-13%	-8%	10%	3
CCOCCOC(=O)COc1ccc2c(=O)c(Oc3ccc(OC)cc3)coc2c1	0%	0.3%	-8&7	-2%	-4%	-15%	-4%	-20%	-4
CC(=O)Nc1ccc(S(=O)(=O)Nc2cccc(-n3c(C)nc4ccccc4c3=O)c2)cc1	-3%	1.9%	-5	2%	-5%	-17%	-3%	-10%	4
O=C(NCCCN1CCOCC1)c1onc(CSc2ccccc2)c1C(=O)NCCCN1CCOCC1	5%	.	-7	-1%	-9%	-11%	-1%	1%	5
Cc1ccc(S(=O)(=O)/C(C#N)=C/c2c(N3CCOCC3)nc3c(C)cccn3c2=O)cc1	-21%[57.1 µM]	2.1%	-1	-1%	6%	?	-3%	-10%	-2
C=CCSc1nnc2c(n1)OC=Nc1ccccc1-2	-17%	10.0%	-5	5%	2%	6%	-2%	4%	4
CC(C)NCC(O)(c1ccc(Cl)cc1)c1ccc(Cl)cc1	6%	-0.7%	2	-4%	-6%	-22%	-1%	0%	0
O=C(CCC(=O)n1ncc2ccccc21)N1CCCCC1	3%[57.1 µM]	0.6%	-7	4%	-2%	-17%	-3%	-4%	0
CCN(C[C@H]1N[C@@](Cc2ccccc2)(C(=O)OC)[C@H]2C(=O)N(C)C(=O)[C@@H]12)C(=O)COc1ccccc1	-4%	.	-8	6%	-7%[38.3 µM]	-7%	-2%	4%	1
CCOc1cc(C(C(=O)NCC2CCCO2)N(C(=O)Cn2nnc3ccccc32)c2ccccc2OC)ccc1O (stereo not drawn)	11%[57.1 µM]	-0.4%	-4	2%	16%	-2%	-4%	-4%	-5
Cc1ccc(C)c(NC(=O)CN2C(=O)c3cccc4cccc2c34)c1	18%	-1.0%	-4	-2%	-2%	1%	0%	-6%	-1
O=C(Cn1c(=O)oc2cc(S(=O)(=O)N3CCCC3)ccc21)NCc1ccc(F)cc1	6%&-5%	-1.0%&1.7%	-2&-1	-1%&2%	6%&-13%	-15%&-8%	-4%&-1%	8%&-7%	-4&-2
O=C(CC1C(=O)NCCN1Cc1c(F)cccc1Cl)NCCCn1cccn1 (stereo not drawn)	2%	3.1%	-2	1%	-10%	-30%	4%	0%	-3
CCOC(=O)c1c(NC(=O)CN(C)C)sc(C(=O)N(CC)CC)c1C	-4%	0.9%	-16	1%	9%	-17%	1%	-16%	12
O=c1c2sc3ccccc3c2[nH]c(=S)n1CCN1CCOCC1	2%[57.1 µM]	6.9%	-6	-6%	6%	-10%	4%	5%	0
Cc1nc(SCC(=O)c2c(N)n(C3CC3)c(=O)[nH]c2=O)[nH]c(=O)c1CCO	8%	1.5%	1	-1%	-5%	-9%	-2%	-1%	-7
O=C(NC1CC1)c1ccc(NS(=O)(=O)c2ccc(F)cc2)cc1	2%	-0.2%	-3	0%	-8%	-19%	-2%	6%	2
Cc1ccc(N=Cc2c(O)cc(C)oc2=O)c(C)c1	4%[57.1 µM]	0.1%	-6	0%	3%	-20%	0%	-2%	-1
CCN1CCCC1CNC(=O)CCc1nc(-c2ccc(C)cc2)no1 (stereo not drawn)	10%[57.1 µM]	2.6%	0	0%	2%	-2%	-1%	-3%	-6
COc1ccccc1Cn1cc(C(=O)c2ccc(Cl)cc2)c(=O)c2cc3c(cc21)OCCO3	-3%	-0.5%	-2	2%	-5%	1%	-2%	-1%	-5
CC(=O)c1ccc(OCCCC(=O)Nc2cccc(-c3nn[nH]n3)c2)cc1	-9%[57.1 µM]	0.0%	3	-1%	-8%	2%	-6%	8%	-22
C=CCn1c(O)c(N=NC(=O)c2ccccc2NS(=O)(=O)c2cccs2)c2ccccc21	-9%	-0.1%	-10	0%	5%	-11%	-2%	1%	-3
CCc1ccc(/C=C/c2c([N+](=O)[O-])c(=O)n(C)c(=O)n2C)cc1	-11%	4.9%	-4	-14%	9%	-5%	-12%	?	5
COc1ccc(S(=O)(=O)N2CCN(Cc3cc4c(cc3Br)OCCO4)CC2)cc1	-3%	.	-4	-3%	-1%	1%	-3%	8%	2
Cc1cccn2c(CN(C)CC3Cc4ccccc4O3)c(C(=O)N3CCCCC3)nc12 (stereo not drawn)	4%	-0.8%	1	3%	-3%	-10%	-2%	-4%	4
COc1ccc(S(=O)(=O)N2CCCCC2)cc1NC(=O)CN(C)C1CCCCC1	10%[57.1 µM]	0.9%	-1	-1%	-2%	-21%	-5%	-13%	9
O=C(CCN1C(=O)C2CC=C(Cl)CC2C1=O)Nc1ccccc1O (stereo not drawn)	-5%	1.1%	-4	-1%	-2%	-1%	7%	-8%	-12

Whole records from above.
`Cc1cccn2c(CN(C)CC3Cc4ccccc4O3)c(C(=O)N3CCCCC3)nc12` (stereo not drawn) across the screens: TrxR1 substrate: 4%; RXFP1 ag: -0.8%; LDHA block: 1; Vif-APOBEC3G blk: 3%; IDH1 R132H inh: -3%; USP1-UAF1 inh: -10%; GRP78 ERSR act: -2%; Vif-APOBEC3F blk: -4%; PI4K2A block: 4
`C=CCn1c(O)c(N=NC(=O)c2ccccc2NS(=O)(=O)c2cccs2)c2ccccc21` across the screens: TrxR1 substrate: -9%; RXFP1 ag: -0.1%; LDHA block: -10; Vif-APOBEC3G blk: 0%; IDH1 R132H inh: 5%; USP1-UAF1 inh: -11%; GRP78 ERSR act: -2%; Vif-APOBEC3F blk: 1%; PI4K2A block: -3

These rows are one share of the data; rates above refer to the full screens.
